Rac1 wt modul: alters GTP binding to wildtype human Rac1 | GST-Rac1 beads, fluorescent GTP binding, flow cytometry; actives lie on both sides; 0 = cold GTP competed, 100 = untreated | AID 757 | GTP binding activity (% of control), % at 10 µM | 0.27% of 190,000 active;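 active = GTP binding activity at least 20 points away from the 100% control level, either lower or higher; inconclusive = compound flagged as likely green fluorescent, judged across all proteins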
Cdc42 wt: changes GTP binding to wildtype human Cdc42; P60953; GST-Cdc42 beads, Bodipy-GTP binding, flow cytometry; actives lie on both sides; percent activity (GTP binding), % at 10 µM; 0.2% of 190,000 active;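 active = percent activity GTP binding at least 20 points away from the 100% baseline, either down as inhibitor or up as activator; inconclusive = compound flagged as likely green fluorescent from well-wide comparison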;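 also: median bead fluorescence of bound Bodipy-FL-GTP at 100 nM; 0% = excess unlabeled GTP control and 100% = no compound control; below 100% means less GTP binding so inhibitor and above means activator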
Target sequence (P60953 whole entry, looked up): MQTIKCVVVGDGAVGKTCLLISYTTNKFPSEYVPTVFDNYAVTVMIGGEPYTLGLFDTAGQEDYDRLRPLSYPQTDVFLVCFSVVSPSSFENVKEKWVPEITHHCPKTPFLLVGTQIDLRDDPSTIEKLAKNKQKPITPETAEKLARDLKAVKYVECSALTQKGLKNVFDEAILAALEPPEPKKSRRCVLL
Pf gamet viab: kills late stage P. falciparum gametocytes; AID 743093; P. falciparum stage V gametocytes, ATP luminescence, 24 h; inhibition, % at 10.9 µM; 0.065% of 150,000 active;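 active = inhibition above the mean plus 3 SD of compounds within the control limits, set per campaign, cut at about 38% in these data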;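 also: 0% = DMSO wells and 100% = medium only without gametocytes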
ABCG2 block: inhibitors of human ABCG2 transporter, ABCB1 counter-screen; 0.1% of 190,000 active; inhibition, % at 6.6 µM; AID 1325; Q9UNQ0; IgMXP3 cells, JC-1 efflux, flow cytometry;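 active = inhibition above 80%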;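 also: 0% = DMSO and 100% = nicardipine control wells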
Target sequence (Q9UNQ0 whole entry, looked up): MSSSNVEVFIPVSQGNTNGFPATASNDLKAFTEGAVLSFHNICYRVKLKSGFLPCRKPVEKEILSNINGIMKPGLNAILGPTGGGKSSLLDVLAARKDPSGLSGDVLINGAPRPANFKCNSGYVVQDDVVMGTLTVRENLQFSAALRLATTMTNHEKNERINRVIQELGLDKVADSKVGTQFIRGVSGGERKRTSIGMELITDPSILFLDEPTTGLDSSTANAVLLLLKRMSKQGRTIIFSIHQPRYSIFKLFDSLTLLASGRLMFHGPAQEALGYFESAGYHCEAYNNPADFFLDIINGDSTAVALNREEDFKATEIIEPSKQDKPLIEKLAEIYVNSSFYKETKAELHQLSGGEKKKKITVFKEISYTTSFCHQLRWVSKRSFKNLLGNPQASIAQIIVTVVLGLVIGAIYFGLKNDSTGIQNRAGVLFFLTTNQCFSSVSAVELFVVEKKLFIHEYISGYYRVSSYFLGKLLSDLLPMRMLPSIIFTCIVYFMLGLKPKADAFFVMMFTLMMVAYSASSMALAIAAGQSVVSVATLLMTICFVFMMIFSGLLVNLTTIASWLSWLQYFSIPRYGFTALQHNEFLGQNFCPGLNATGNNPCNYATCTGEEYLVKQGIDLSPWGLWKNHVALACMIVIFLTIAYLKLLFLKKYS
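Read-out basis: Efflux inhibition in percent versus controls | Test system: ABCG2 IgMXP3 and barcoded ABCB1 CCRF-Adr cell mix | Quantity: 3 million cells/mL in well | Schedule: 10 min at 25 °C | Control set: Nicardipine as high control, DMSO as low control | Reagent: JC-1 as fluorescent efflux pump substrate | Signal: Flow cytometry of retained JC-1 fluorescence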
Rab7 wt modul: dog Rab7 wildtype GTP binding, inhibitors and activators; GST-Rab7 beads, fluorescent GTP binding, flow cytometry; actives lie on both sides; untreated = 100%, excess cold GTP = 0%; GTP binding activity (percent of control), % at 10 µM; 0.055% of 190,000 active; AID 758;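 active = fluorescent GTP binding to Rab7 beads changed by at least 20 points from the 100% baseline, either direction, mostly lower; inconclusive = compound itself probably fluorescent, or too few beads counted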;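 also: median green fluorescence of bound Bodipy-FL-GTP per Rab7 bead population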
GSH fluor: compound fluoresces at 488/530 nm on GSH beads; GSH beads flow cytometry, compound fluorescence 488/530 nm; hits give high values; fluorescence (KMESF) at 10 µM; 0.25% of 190,000 active; in the data active = fluorescence above about 89;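 also: glutathione beads carrying GST-tagged Bcl family fusion proteins plus one bare bead set; values are compound well signal with DMSO vehicle wells as background; inactives centre near 16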
Avidin fluor: avidin bead compound fluorescence profile. AID 1775. Avidin beads, compound fluorescence 488/530 nm, flow cytometry; hits give high values. 0.38% of 220,000 active. fluorescence (KMESF) at 10 µM; in the data active = fluorescence above about 47; also: inactives centre near 10
ABCB1 inh: blocks JC-1 efflux by human ABCB1 transporter | CCRF-Adr cells, flow cytometry | inhibition, % at 6.6 µM | 0.067% of 190,000 active; in the data active = inhibition above about 40%;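 also: 0% = vehicle and 100% = reference inhibitor; higher value means more JC-1 retained so stronger ABCB1 efflux block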
Rac1 mut GTP: alters GTP binding to activated mutant human Rac1. GST-Rac1 activated beads, fluorescent GTP binding, flow cytometry; actives lie on both sides; 100% means binding = to untreated wells. percent activity (GTP binding), % at 10 µM. 0.11% of 190,000 active. AID 764;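 active = GTP binding at least 20 percentage points away from the 100% baseline, in either direction, so actives lie on both sides; inconclusive = Compound likely fluorescent itself, or too few beads counted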
HRas wt GTP bind: human HRas wildtype GTP binding, change in either direction; P01112; GST-Ras wt beads, Bodipy-FL-GTP binding, flow cytometry; actives lie on both sides; GTP binding activity, % at 10 µM; 0.14% of 190,000 active;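 active = GTP binding activity at least 20% away from the 100% baseline, either lowered as inhibitor or raised as activator; inconclusive = flagged as likely green fluorescent, judged across all proteins in the well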;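 also: 0% = unlabeled GTP competition control and 100% = no-compound control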
Target sequence (P01112 whole entry, looked up): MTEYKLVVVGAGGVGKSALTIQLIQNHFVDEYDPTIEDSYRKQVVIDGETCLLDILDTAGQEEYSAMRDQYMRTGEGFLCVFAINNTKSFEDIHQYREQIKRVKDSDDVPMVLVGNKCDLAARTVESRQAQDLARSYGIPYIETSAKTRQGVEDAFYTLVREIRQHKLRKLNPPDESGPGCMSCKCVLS
Rab2A wt mod: changes GTP binding to wildtype dog Rab2A, up or down; P61105; GST-Rab2 wt beads, Bodipy-GTP binding, flow cytometry; GTP binding activity, % at 10 µM; 0.19% of 190,000 active;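 active = GTP binding activity at least 20 points away from 100%, either lowered or raised; inconclusive = signal likely due to the compound's own green fluorescence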;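 also: 0% = beads with excess unlabeled GTP and 100% = no-compound control corrected for plate trend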
The depositor's hits bear a star.

Start of the data: the first two compounds, to show the layout:
`COCCN(Cc1cc2cc3c(cc2nc1Cl)OCO3)C(=O)Nc1ccc(OC)cc1` gave Rac1 wt modul 104, Cdc42 wt 101, Pf gamet viab -9, ABCG2 block 15, Rab7 wt modul 100, GSH fluor 9, Avidin fluor 9, ABCB1 inh 1.7, Rac1 mut GTP 102, HRas wt GTP bind 102 and Rab2A wt mod 102.
C/C(=N/Nc1ccc(C)cc1)C1(C)N(O)C(C)(C)C(c2ccco2)=[N+]1[O-] (stereo not given) was read as Rac1 wt modul 93, Cdc42 wt 104, Pf gamet viab -63, ABCG2 block -1, Rab7 wt modul 102, GSH fluor 20, Avidin fluor 8, ABCB1 inh -0.5, Rac1 mut GTP 94, HRas wt GTP bind 91 and Rab2A wt mod 101.

All compounds of this part, repeating the preview:
`COCCN(Cc1cc2cc3c(cc2nc1Cl)OCO3)C(=O)Nc1ccc(OC)cc1` gave Rac1 wt modul 104, Cdc42 wt 101, Pf gamet viab -9, ABCG2 block 15, Rab7 wt modul 100, GSH fluor 9, Avidin fluor 9, ABCB1 inh 1.7, Rac1 mut GTP 102, HRas wt GTP bind 102 and Rab2A wt mod 102.
C/C(=N/Nc1ccc(C)cc1)C1(C)N(O)C(C)(C)C(c2ccco2)=[N+]1[O-] (stereo not given) was read as Rac1 wt modul 93, Cdc42 wt 104, Pf gamet viab -63, ABCG2 block -1, Rab7 wt modul 102, GSH fluor 20, Avidin fluor 8, ABCB1 inh -0.5, Rac1 mut GTP 94, HRas wt GTP bind 91 and Rab2A wt mod 101.
`c1ccc(CSc2ccc(-c3cccs3)nn2)nc1` gave Rac1 wt modul inconclusive, Cdc42 wt inconclusive, Pf gamet viab -2, ABCG2 block 1, Rab7 wt modul inconclusive, GSH fluor 11, Avidin fluor 21, ABCB1 inh 0.3, Rac1 mut GTP inconclusive, HRas wt GTP bind inconclusive and Rab2A wt mod inconclusive.
Screening Cc1ccc(S(=O)(=O)Nc2ccccc2C(N)=O)cc1 returned Rac1 wt modul 101, Cdc42 wt 105, ABCG2 block 1, Rab7 wt modul 100, GSH fluor 17, Avidin fluor 12, ABCB1 inh 0.0, Rac1 mut GTP 101, HRas wt GTP bind 103 and Rab2A wt mod 105.
Screening COc1ccc(C2CC(C(F)(F)F)n3nc(C(=O)NCCCn4ccnc4)cc3N2)cc1OC (stereo not given) returned Rac1 wt modul 96, Cdc42 wt 99, Pf gamet viab 10, ABCG2 block 2, Rab7 wt modul 96, GSH fluor 28, Avidin fluor 11, ABCB1 inh 0.2, Rac1 mut GTP 97, HRas wt GTP bind 97 and Rab2A wt mod 98.
`Cc1ccc(S(=O)(=O)N2CCC(C(=O)N[C@@H](C)C(=O)NCc3ccco3)CC2)cc1` gave Rac1 wt modul 106, Cdc42 wt 101, Pf gamet viab 2, ABCG2 block 9, Rab7 wt modul 97, GSH fluor 23, Avidin fluor 5, ABCB1 inh 1.3, Rac1 mut GTP 100, HRas wt GTP bind 99 and Rab2A wt mod 99.
Screening O=C(c1ccc(N2C(=O)C3CC=C(Cl)CC3C2=O)cc1)N1CCOCC1 (stereo not given) returned Rac1 wt modul 96, Cdc42 wt 95, Pf gamet viab 18, ABCG2 block 1, Rab7 wt modul 94, GSH fluor 19, Avidin fluor 12, ABCB1 inh 0.6, Rac1 mut GTP 94, HRas wt GTP bind 96 and Rab2A wt mod 95.
COc1ccc(NS(=O)(=O)c2ccc(Br)s2)cc1OC was read as Rac1 wt modul 102, Cdc42 wt 104, ABCG2 block 3, Rab7 wt modul 102, GSH fluor 18, Avidin fluor 7, ABCB1 inh 0.2, Rac1 mut GTP 100, HRas wt GTP bind 105 and Rab2A wt mod 104.
Cc1cc(C)c(S(=O)(=O)N2CCN(c3ccc([N+](=O)[O-])c(NCC4CCCO4)c3)CC2)c(C)c1 (stereo not given) was read as Rac1 wt modul 103, Cdc42 wt 104, ABCG2 block 2, Rab7 wt modul 103, GSH fluor 11, Avidin fluor 13, ABCB1 inh 1.0, Rac1 mut GTP 97, HRas wt GTP bind 105 and Rab2A wt mod 104.
COc1ccc2cc(-c3cc(C(=O)O)c4ccccc4n3)ccc2c1 was read as Rac1 wt modul 95, Cdc42 wt 93, ABCG2 block -2, Rab7 wt modul 94, GSH fluor 9, Avidin fluor 8, ABCB1 inh -0.8, Rac1 mut GTP 94, HRas wt GTP bind 94 and Rab2A wt mod 96.
`CCC(C)C(NC(=O)OC(C)(C)C)C(=O)NC(CC(C)C)C(N)=O` (stereo not given) gave Rac1 wt modul 97, Cdc42 wt 98, ABCG2 block 0, Rab7 wt modul 94, GSH fluor 24, Avidin fluor 24, ABCB1 inh 0.2, Rac1 mut GTP 96, HRas wt GTP bind 98 and Rab2A wt mod 96.
`CCOC(=O)N1CCC(NC(=O)CN(C)S(=O)(=O)c2cc3c(cc2Cl)NC(=O)CO3)CC1` gave Rac1 wt modul 106, Cdc42 wt 107, ABCG2 block 2, Rab7 wt modul 109, GSH fluor 14, Avidin fluor 15, ABCB1 inh 0.6, Rac1 mut GTP 98, HRas wt GTP bind 106 and Rab2A wt mod 107.
Screening COc1cccc(C(=O)C2CCCN(Cc3cccn3-c3ccccn3)C2)c1 (stereo not given) returned Rac1 wt modul 98, Cdc42 wt 98, Pf gamet viab -1, ABCG2 block 0, Rab7 wt modul 95, GSH fluor 16, Avidin fluor 6, ABCB1 inh 0.7, Rac1 mut GTP 95, HRas wt GTP bind 96 and Rab2A wt mod 98.
O=C(Nc1ccccc1)N1CCN2C(=O)c3ccccc3C12c1ccccc1 (stereo not given) was read as Rac1 wt modul 97, Cdc42 wt 98, Pf gamet viab 10, ABCG2 block 19, Rab7 wt modul 97, GSH fluor 38, Avidin fluor 7, ABCB1 inh 2.4, Rac1 mut GTP 96, HRas wt GTP bind 98 and Rab2A wt mod 96.
CCc1ccc(C2NC(c3ccc(CC)cc3)C([N+](=O)[O-])C(C)(C)C2[N+](=O)[O-])cc1 (stereo not given) was read as Rac1 wt modul 102, Cdc42 wt 103, Pf gamet viab 7, ABCG2 block 12, Rab7 wt modul 97, GSH fluor 10, Avidin fluor 20, ABCB1 inh 0.3, Rac1 mut GTP 98, HRas wt GTP bind 99 and Rab2A wt mod 98.
`COc1ccc(NC(=O)/C(Cl)=C(/Cl)S(=O)(=O)Cc2ccc(C)cc2)cn1` gave Rac1 wt modul 102, Cdc42 wt 96, ABCG2 block 0, Rab7 wt modul 97, GSH fluor 41, Avidin fluor 1, ABCB1 inh 0.1, Rac1 mut GTP 99, HRas wt GTP bind 99 and Rab2A wt mod 97.
`Cc1cc2c(ncn2C)c(NS(=O)(=O)c2ccc(F)cc2)c1C` gave Rac1 wt modul 99, Cdc42 wt 100, Pf gamet viab 0, ABCG2 block 5, Rab7 wt modul 100, GSH fluor 10, Avidin fluor 9, ABCB1 inh 0.2, Rac1 mut GTP 95, HRas wt GTP bind 96 and Rab2A wt mod 99.
`O=C(c1ccccc1)c1ccc(OCC(=O)N2CCOCC2)cc1` gave Rac1 wt modul 92, Cdc42 wt 96, Pf gamet viab 3, ABCG2 block 0, Rab7 wt modul 93, GSH fluor 10, Avidin fluor 24, ABCB1 inh -0.2, Rac1 mut GTP 95, HRas wt GTP bind 93 and Rab2A wt mod 94.
For O=C(COC(=O)c1cncc(Br)c1)NCc1ccco1 the results were Rac1 wt modul inconclusive, Cdc42 wt inconclusive, ABCG2 block 1, Rab7 wt modul inconclusive, GSH fluor 16, Avidin fluor 3, ABCB1 inh 0.0, Rac1 mut GTP inconclusive, HRas wt GTP bind inconclusive and Rab2A wt mod inconclusive.
`CCOC(=O)c1c(-c2ccc(F)cc2)csc1NC(=O)c1c(-c2ccccc2)noc1C` gave Rac1 wt modul 104, Cdc42 wt 102, ABCG2 block 5, Rab7 wt modul 101, GSH fluor 19, Avidin fluor 12, ABCB1 inh 0.6, Rac1 mut GTP 99, HRas wt GTP bind 99 and Rab2A wt mod 96.
For CC1=C(CCN2CCN(C3CCCC3)C(CCO)C2)C(C)(C)CCC1 (stereo not given) the results were Rac1 wt modul 100, Cdc42 wt 99, ABCG2 block 3, Rab7 wt modul 100, GSH fluor 9, Avidin fluor 3, ABCB1 inh 3.0, Rac1 mut GTP 96, HRas wt GTP bind 101 and Rab2A wt mod 99.
CC1CCC(NC(=O)Cn2cc3c(n2)CCCC3)CC1 (stereo not given) was read as Rac1 wt modul 97, Cdc42 wt 97, ABCG2 block 1, Rab7 wt modul 97, GSH fluor 27, Avidin fluor 8, ABCB1 inh 0.6, Rac1 mut GTP 97, HRas wt GTP bind 98 and Rab2A wt mod 97.
Cc1ccccc1CSCC(=O)NCCSc1ccccn1 was read as Rac1 wt modul 100, Cdc42 wt 102, Pf gamet viab 12, ABCG2 block 7, Rab7 wt modul 94, GSH fluor 11, Avidin fluor 11, ABCB1 inh 1.1, Rac1 mut GTP 97, HRas wt GTP bind 96 and Rab2A wt mod 102.
Screening CC1CCN(CCCNC(=O)c2ccc(Cn3c(=S)[nH]c4ccc(Br)cc4c3=O)cc2)CC1 returned Rac1 wt modul 104, Cdc42 wt 101, ABCG2 block -3, Rab7 wt modul 99, GSH fluor 14, Avidin fluor 11, ABCB1 inh -0.2, Rac1 mut GTP 101, HRas wt GTP bind 101 and Rab2A wt mod 102.
Screening CC(C)(C)c1nnc2sc(SCC(=O)N3CCc4ccccc43)nn2c1=O returned Rac1 wt modul 94, Cdc42 wt 90, Pf gamet viab -16, ABCG2 block 4, Rab7 wt modul 94, GSH fluor 8, Avidin fluor 5, ABCB1 inh 1.4, Rac1 mut GTP 90, HRas wt GTP bind 92 and Rab2A wt mod 90.
For O=C(c1ccccc1OCc1ccccc1Br)N1CCN(c2ncccn2)CC1 the results were Rac1 wt modul 99, Cdc42 wt 100, Pf gamet viab 7, ABCG2 block 0, Rab7 wt modul 99, GSH fluor 24, Avidin fluor 13, ABCB1 inh 0.5, Rac1 mut GTP 98, HRas wt GTP bind 99 and Rab2A wt mod 98.
Cc1cccc(N(CC(=O)NC2CCCCC2)C(=O)c2c(C)noc2C)c1 was read as Rac1 wt modul 100, Cdc42 wt 102, ABCG2 block 0, Rab7 wt modul 100, GSH fluor 13, Avidin fluor 9, ABCB1 inh 0.1, Rac1 mut GTP 97, HRas wt GTP bind 98 and Rab2A wt mod 99.
`CCOc1cc(NC(=O)c2ccccc2C)c(OCC)cc1NC(=O)C1=Cc2ccccc2OC1` gave Rac1 wt modul 99, Cdc42 wt 103, Pf gamet viab 18, ABCG2 block 5, Rab7 wt modul 101, GSH fluor 17, Avidin fluor 40, ABCB1 inh 1.4, Rac1 mut GTP 97, HRas wt GTP bind 101 and Rab2A wt mod 101.

High-throughput results from PubChem BioAssay.
